# High-throughput results from PubChem.
# MCF10A rereplic = induces DNA re-replication in MCF 10a normal breast cells. MCF 10A DNA re-replication, Hoechst nuclear intensity, 48 h. Potency, µM (top dose mostly 46.1 µM), without a hit: at the top dose activity, positive = re-replication, actives largely listed as activators. 2.9% of 350,000 active; note: % of control where 0% means no effect; nearly all actives have a fitted effect of over 50% in size
# Nrf2 activator = activators of Nrf2 (ARE) signaling; Potency, µM (series often up to 46.1 µM), for the others: at the highest dose activation, hits mostly activators; AREc32 ARE-luciferase reporter (MCF7-derived line), luminescence, 24 h; 0.31% of 410,000 active; note: % of control where 0% means no effect; nearly all actives have a fitted effect of over 65% in size
#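 Nrf2 activation is followed as ARE-luciferase induction in the AREc32 line after one day of compound treatment; luminescence is read with Steady-Glo.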
# HepG2 viability = kills HepG2 cells in TGF-b inhibitor counter-screen | 0.76% of 410,000 active | Potency, µM (titrated, usually from 46.1 µM), without a hit: at the top dose activity change, negative = cytotoxicity, hits mostly cytotoxic | AID 588856 | HepG2 CAGA-GFP viability, ATP luminescence, 18 h; note: some results filed as inactive show a strong effect at the top dose
#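 CellTiter-Glo luminescence gave cytotoxicity after 18 hours at 37 degrees C. The cells were HepG2 CAGA-GFP in 1% FBS DMEM, stimulated with 500 pg/mL TGF-beta after compound addition. %Activity was normalised to no-cell wells (complete cell-killing) and DMSO (no toxicity), and curves were fitted and classified.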
# TGFb SMAD3 inh = blocks TGF-b signaling; Potency, µM (doses to about 46.1 µM), for inactives: top-dose activity, negative = inhibition, hits mostly inhibitors; AID 588855; HepG2 CAGA-GFP TGF-b/SMAD3 reporter, GFP fluorescence, 18 h; TGF-beta stimulated, 500 pg/mL final; 1.2% of 410,000 active; note: % is set by controls: 0 for no effect and ±100 for the full control effect; nearly all actives have a fitted effect of over 65% in size
#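 Per well, imaged GFP fluorescence of HEPG2 CAGA-GFP cells gives the signal; cells get compound, then TGF-beta (500 pg/mL final), 18 h at 37 degrees C; %Activity versus -TGF-beta and +DMSO controls.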
# EPAC2 antagonist = blocks human EPAC2 exchange factor. Q8WZA2. EPAC2 GEF exchange of Rap1B-BODIPY-GDP, fluorescence. Potency, µM (series often up to 114 µM), for inactives: at the highest dose activity, negative = inhibition, usual class: inhibitors. 0.18% of 360,000 active. AID 720708; note: % is set by controls: 0 for no effect and ±100 for the full control effect; nearly all actives have a fitted effect of over 45% in size; many of its hits are not listed in these tables
# Target sequence (Q8WZA2 whole entry, looked up): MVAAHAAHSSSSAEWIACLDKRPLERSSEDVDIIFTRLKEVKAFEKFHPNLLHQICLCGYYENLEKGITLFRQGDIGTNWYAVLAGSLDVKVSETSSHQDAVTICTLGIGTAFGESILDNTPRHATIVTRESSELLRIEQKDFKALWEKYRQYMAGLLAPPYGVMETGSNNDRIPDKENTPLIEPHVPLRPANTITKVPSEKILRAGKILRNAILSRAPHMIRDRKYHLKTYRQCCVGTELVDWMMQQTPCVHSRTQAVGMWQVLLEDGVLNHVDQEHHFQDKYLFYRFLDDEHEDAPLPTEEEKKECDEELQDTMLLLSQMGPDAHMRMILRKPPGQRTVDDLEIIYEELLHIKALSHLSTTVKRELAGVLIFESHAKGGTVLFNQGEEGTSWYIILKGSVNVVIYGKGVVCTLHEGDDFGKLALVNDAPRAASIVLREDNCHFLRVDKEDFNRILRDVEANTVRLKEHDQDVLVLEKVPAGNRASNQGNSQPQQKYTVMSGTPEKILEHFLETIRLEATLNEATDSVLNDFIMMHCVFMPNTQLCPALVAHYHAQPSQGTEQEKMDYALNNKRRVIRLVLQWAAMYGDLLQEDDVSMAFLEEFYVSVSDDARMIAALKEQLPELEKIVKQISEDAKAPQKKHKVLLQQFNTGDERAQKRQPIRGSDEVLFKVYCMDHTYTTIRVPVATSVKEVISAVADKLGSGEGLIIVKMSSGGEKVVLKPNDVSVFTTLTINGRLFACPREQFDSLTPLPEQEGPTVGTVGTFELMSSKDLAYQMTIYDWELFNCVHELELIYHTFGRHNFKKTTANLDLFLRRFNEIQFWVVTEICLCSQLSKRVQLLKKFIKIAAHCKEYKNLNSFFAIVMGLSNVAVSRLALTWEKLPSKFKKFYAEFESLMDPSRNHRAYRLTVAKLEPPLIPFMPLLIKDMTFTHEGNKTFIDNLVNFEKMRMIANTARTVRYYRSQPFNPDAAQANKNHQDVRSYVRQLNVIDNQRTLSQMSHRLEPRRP
# ATXN viability = reduces viability in counter-screen for ATXN expression inhibitors; S2 cells (HEK-293 line with an ATXN2-luciferase reporter) viability, CellTiter-Fluor protease fluorescence, 24 h; Potency, µM (doses to about 56.7 µM), actives largely listed as cytotoxic; 0.49% of 400,000 active; note: nearly all actives have a fitted effect of over 40% in size
# Nrf2 inh = Nrf2 pathway inhibition; AID 504444; 2.1% of 360,000 active; Potency, µM (titrated, usually from 46 µM), for inactives: top-dose activity change, negative = inhibition, most hits filed as inhibitors; A549 ARE-Fluc reporter, luciferase luminescence, 18-24 h; note: % is set by controls: 0 for no effect and ±100 for the full control effect; nearly all actives have a fitted effect of over 60% in size
#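 Concentration-response testing used A549 ARE_Fluc cells at 5000 cells/well. Following an 18-24 h compound incubation, viability was read by fluorescence (Ex 405/Em 525) and luciferase output by luminescence.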
# A549 viability = kills or reduces viability of A549 cells in Nrf2 counter-screen; 0.16% of 390,000 active; A549 ARE-Fluc cells, CellTiter-Fluor viability, 18-24 h; Potency, µM (titrated, usually from 46 µM), for inactives: at the top dose activity change, negative = cytotoxicity, actives largely listed as inhibitors; AID 504648; note: % is set by controls: 0 for no effect and ±100 for the full control effect
#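 Cytotoxicity counterscreen: CellTiter-Fluor fluorescence was measured in A549 ARE_Fluc cells after 18-24 h of compound exposure in a concentration series. The subsequent BugLite luminescent read reports ARE-luciferase activity.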
# ATXN2 expr inh = reduces ATXN2 reporter expression in HEK-293 cells; HEK-293 ATXN2-luciferase reporter, luminescence, 24 h; Potency, µM (doses to about 57 µM), inactives show at the top dose activity change, negative = inhibition, actives largely listed as inhibitors; 0.72% of 360,000 active; AID 1745845; note: % is set by controls: 0 for no effect and ±100 for the full control effect; nearly all actives have a fitted effect of over 55% in size
#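 ATXN2-luciferase reporter cells (luciferase flanked by upstream and downstream ATXN2 gene portions) were treated 24 h at 37 °C with compounds at up to 57 uM. SteadyGlo luminescence gave expression; GF-AFC fluorescence gave viability.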
# * marks the source's active call; other numbers are inactive results; i = inactive; ? = inconclusive; · = not tested or not shown; & = joins results of further samples; [ ] = dose if it differs, or a comment. Calls come from the whole dose curve; as a rule, active = well fitted curve in the direction sought with a large enough effect; inconclusive = small, poorly fitted or top-dose-only effect, or another doubt; inactive = no such curve, though single readings can be large; an effect the other way counts as inactive or inconclusive. Potency is the fitted concentration of half-maximal effect. Not all compounds are listed; count on the stated rates, not on these rows.
SMILES,MCF10A rereplic,Nrf2 activator,HepG2 viability,TGFb SMAD3 inh,EPAC2 antagonist,ATXN viability,Nrf2 inh,A549 viability,ATXN2 expr inh
CCOC(=O)c1ccccc1NS(=O)(=O)c1ccc(S(=O)(=O)N2CCCC2)cc1,27%,3.1%,0%,-32%,18%,i,-4%,3%,-13%
COc1ccccc1CCNC(=O)c1cc(-c2ccncc2)nc2ccc(Br)cc12,?,1.3%,7%,8%,-23%,i,?,-24%,?
CC(=O)N1CCN(C(=O)CCCNC(=O)c2ccc(Cl)cc2)CC1,7%,0.3%,16%,1%,4%,i,4%,-2%,6%
N#Cc1nc(-c2ccco2)oc1N1CCCC1,2%,?,-4%,6%,3%,i,-10%,-2%,-14%
Cc1ccc(SCC(=O)OC(C)C(=O)NC2CCCCC2C)c(C)c1 (configuration not stated),5%,-0.6%,-8%,-5%,-25%,i,0%,-2%,·
COc1ccc(CC(=O)OCC(=O)c2ccc(OC)c(OC)c2)cc1,-4%,3.6%,10%,5%,-3%,i,4%,11%,-18%
CC(C)(C)c1ccc(C(=O)NCCC(=O)NC2=NCCS2)cc1,6%,0.6%,-2%,-2%,0%,i,-11%,-2%,0%
O=C1N[C@@H](Cc2ccccc2)COC(=O)[C@@H](Cc2ccc(F)cc2)CC/C=C/C[C@@H]1CC(=O)N(CCO)Cc1ccccc1,20%,-1.6%,5%,22µM*,-1%,?,?,?,?
O=C(O)CC1Cc2ccccc2C1C(=O)O (configuration not stated),-3%,-0.2%,12%,5%,16%,i,11%,1%,-16%
NC1=NC(c2cn[nH]c2-c2cccc(F)c2)n2c(nc3ccccc32)N1 (configuration not stated),4%,2.4%,-2%,35%[activator],-8%,i,5%,0%,-15%
O=C(O)c1cnn(-c2nc(-c3ccc(F)cc3)cs2)c1C(F)(F)F,-33%[inhibitor],2.1%,4%,0%,-14%,i,?,2%,23%
Cc1ccc(C)c(NC(=O)NNC(=O)c2cc3occc3[nH]2)c1,-3%,0.0%,-42%,16%,-8%,i,-5%,2%,·
CC(=O)N(/N=C1\Sc2ccccc2C1=O)c1ccccc1C,9%,25%,5%,9%,2%,i,18%,-6%,54%[activator]
CSc1ccccc1NC(=S)Nc1cccc(C(F)(F)F)c1,?,0.9%,-11%,3%,6%,i,-25%,-17%,-15%
CCOC(=O)c1[nH]c(C)c(C(=O)OC)c1C,12%,2.2%,36%,23%,-2%,i,4%,0%,1%
C=CCn1c(SCC(=O)N2CCOCC2)nc2sc(C)c(C)c2c1=O,-16%,0.1%,-10%,-10%,4%,i,-14%,-11%,-2%
O=C(NN1CCCCC1)c1cnn2c(C(F)F)cc(-c3ccccc3)nc12,-11%,0.4%[9.22 µM],3%,5%,-3%,i,-14%,-4%,-22%
CCc1ccc(S(=O)(=O)c2n[nH]n3c2nc(=O)c2ccccc23)cc1,-2%,-1.3%,-17%,-6%,0%,i,0%,-4%,-12%
COc1ccc(NC(=O)CCN2CC(C)OC(C)C2)c(OC)c1 (configuration not stated),18%,-0.7%,7%,22%,1%,i,3%,0%,-6%
CSc1cccc(NC(=O)c2cccc3cccnc23)c1,46%,?,-12%,20%,0%,i,?,2%,69%[activator]
Cc1cc(=O)[nH]c(SCC(=O)Nc2ccc(Cl)cn2)n1,-10%,2.2%,5%,-19%,-1%,i,11%,-3%,-3%
O=C(COC(=O)/C=C/c1ccc(Cl)cc1)Nc1ccccc1-c1ccccc1,-6%,-0.1%,-13%,0%,-7%,i,7%,2%,3%
Cc1ccc(NS(=O)(=O)c2ccc3c(c2)CC(=O)N3)cc1F,0%,0.3%,2%,13%,8%,?,8%,-4%,1%
Cc1c(C(=O)OCC(=O)N2CC(=O)Nc3ccccc32)oc2ccc(Br)cc12,?,-0.7%,-33%,1%,7%,?,?,?,-25%
OC[C@@H](O)[C@@H](O)[C@H](O)[C@H](O)CO,-5%&3%,-0.9%,4%,-9%,24%,i,8%,-7%,14%&4%

# Sorted by length of the SMILES (rising): part of the list above.
SMILES,MCF10A rereplic,Nrf2 activator,HepG2 viability,TGFb SMAD3 inh,EPAC2 antagonist,ATXN viability,Nrf2 inh,A549 viability,ATXN2 expr inh
N#Cc1nc(-c2ccco2)oc1N1CCCC1,2%,?,-4%,6%,3%,i,-10%,-2%,-14%
CCOC(=O)c1[nH]c(C)c(C(=O)OC)c1C,12%,2.2%,36%,23%,-2%,i,4%,0%,1%
CSc1cccc(NC(=O)c2cccc3cccnc23)c1,46%,?,-12%,20%,0%,i,?,2%,69%[activator]
CSc1ccccc1NC(=S)Nc1cccc(C(F)(F)F)c1,?,0.9%,-11%,3%,6%,i,-25%,-17%,-15%
CC(=O)N(/N=C1\Sc2ccccc2C1=O)c1ccccc1C,9%,25%,5%,9%,2%,i,18%,-6%,54%[activator]
Cc1cc(=O)[nH]c(SCC(=O)Nc2ccc(Cl)cn2)n1,-10%,2.2%,5%,-19%,-1%,i,11%,-3%,-3%
CC(C)(C)c1ccc(C(=O)NCCC(=O)NC2=NCCS2)cc1,6%,0.6%,-2%,-2%,0%,i,-11%,-2%,0%
Cc1ccc(NS(=O)(=O)c2ccc3c(c2)CC(=O)N3)cc1F,0%,0.3%,2%,13%,8%,?,8%,-4%,1%
C=CCn1c(SCC(=O)N2CCOCC2)nc2sc(C)c(C)c2c1=O,-16%,0.1%,-10%,-10%,4%,i,-14%,-11%,-2%
COc1ccccc1CCNC(=O)c1cc(-c2ccncc2)nc2ccc(Br)cc12,?,1.3%,7%,8%,-23%,i,?,-24%,?
Cc1c(C(=O)OCC(=O)N2CC(=O)Nc3ccccc32)oc2ccc(Br)cc12,?,-0.7%,-33%,1%,7%,?,?,?,-25%
O=C1N[C@@H](Cc2ccccc2)COC(=O)[C@@H](Cc2ccc(F)cc2)CC/C=C/C[C@@H]1CC(=O)N(CCO)Cc1ccccc1,20%,-1.6%,5%,22µM*,-1%,?,?,?,?

# The results go on:
SMILES,MCF10A rereplic,Nrf2 activator,HepG2 viability,TGFb SMAD3 inh,EPAC2 antagonist,ATXN viability,Nrf2 inh,A549 viability,ATXN2 expr inh
CCCC(C)NC(=O)c1ccc2[nH]c3c(c2c1)CC(C)CC3 (configuration not stated),-4%,0.4%,-25%,4%,-2%,i,?,-5%,38%
Cc1ccc(CN(CC(=O)NC2CCCCC2)C(=O)c2csnn2)cc1,-28%,-0.1%,-10%,-8%,-4%,i,-17%,-9%,3%
CCCCS(=O)(=O)N1CCC(C(=O)Oc2ccc(Cl)cc2)CC1,7%,-0.4%,-1%,-3%,4%,i,-6%,9%,·
O=C1CCCC(O)=C1N=Nc1ccc(C(=O)O)cc1,1%,-0.1%,-2%,-10%,7%,?,-17%,?,-6%
COc1cc2c(cc1OC)C(c1ccc(Br)cc1)NCC2 (configuration not stated),9%,0.8%,-26%,13%,1%,i,1%,1%,-20%
CCCCCc1nc2sc3c(c2c(=O)n1NC(=O)c1ccc([N+](=O)[O-])cc1)CC(C)(C)OC3,?,7.5%,-3%,?,-12%,?,?,?,?
CNC(=O)c1nnc(Cc2ccc(F)cc2)o1,-2%,0.4%,0%,-1%,-1%,i,5%,-4%,7%
CCOC(=O)c1sc(NC(=O)CSc2ncn[nH]2)c(C#N)c1C,2.9µM*,2.0%,-22%,-7%,4%,i,-14%,-5%,12%
CCCn1cc(S(=O)(=O)CC(=O)Nc2ccc(OCC)cc2)c2ccccc21,3%,-0.2%,-13%,2%,0%,i,-16%,-12%,-7%
O=C(NCc1ccc(Cl)cc1)c1ccc(CNc2c(N3CCCC3)c(=O)c2=O)cc1,16%,-0.6%,9%,-3%,-7%,i,-24%,2%,·
CCOC(=O)N1CCN(C(=O)COC(=O)CNC(=O)c2ccc(C)cc2)CC1,0%,0.3%,2%,-13%,-1%,i,-11%,0%,2%
CCOC(=O)N1CCC(N2C(=O)c3ccccc3C2Nc2ccc3c(C)cc(=O)oc3c2)CC1 (configuration not stated),2%,0.8%,-21%,-1%,-15%,?,?,-10%,-1%
CCNc1nnc(SCC(=O)c2cc(C)n(C3CC3)c2C)s1,6%,0.0%,-4%,2%,-4%,i,-24%,-1%,9%
COc1ccc(C2=NN(c3nc(C(=O)O)cs3)C(O)(C(F)(F)F)C2)c(OC)c1 (configuration not stated),6%,11%,-6%,1%,-11%,i,15%,-6%,1%
CC(=O)NC(CC(=O)NC1CCCCC1)c1ccccc1 (configuration not stated),-5%,0.0%,14%,13%,2%,i,0%,-5%,-9%
COc1cccc(NC(=O)c2cc([N+](=O)[O-])ccc2N2CCN(C)CC2)c1,-1%,-0.2%,-15%,-9%,8%,?,12%,-11%,2%
CC(=O)NCCc1cc2cc(C)c(C)cc2[nH]c1=O,-8%,0.0%,2%,-3%,5%,i,-6%,-10%,12%
COc1ccccc1Oc1coc2c(CN(C)C)c(O)ccc2c1=O,1%,-0.1%,9%,-7%,28%,i,23%,-4%,6%
COc1ccc(OC)c(/C=N/NC(=O)c2ccc3nc[nH]c3c2)c1,11%,0.3%,-8%,2%,3%,i,-12%,-3%,-3%
O=C(c1ccc2c(=O)n3c(nc2c1)CCC3)N1CCN(S(=O)(=O)c2cccc(F)c2)CC1,0%,0.3%,-1%,7%,-15%,i,0%,-3%,5%
Cc1nnc(SCc2ccc(C(=O)Nc3cc(Cl)ccc3C)cc2)s1,2%,1.2%,12%,-1%,-1%,i,-15%,0%,21%
N#CCOc1ccccc1CNC[C@H]1O[C@@H](n2cnc(C(N)=O)n2)[C@H](O)[C@@H]1O,2%,0.1%,6%,-10%,-5%,i,12%,-5%,3%
CCOc1ccc(N=C2C(=O)N(CN3CCOCC3)c3ccccc32)cc1,0%,3.9%,5%,13%,-4%,i,·,4%,0%
COc1cccc(N2CCN(S(=O)(=O)c3ccc4[nH]c5c(c4c3)CCCC5)CC2)c1,·,3.8%,-15%,?,·,?,?,0%,-12%
